# Chronic BCR inh: qHTS Assay to Find Inhibitors of Chronic Active B-Cell Receptor Signaling. ABC-DLBCL IkBa-CBG/CBR reporter, luminescence ratio, 4 h. Potency, µM (series often up to 46.1 µM), for the others: at the highest dose ratio change, negative = lower green/red ratio, actives largely listed as inhibitors. actives 0.05% (n = 340,000). AID 493014, 2011; active means well fitted inhibition curve with a large enough effect in the signal ratio, with a control signal flat, not every such curve was filed as active; inconclusive means small, poorly fitted or top-dose-only effect, or effect the other way, or a change in a side signal; the % refers to the signal ratio;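 further: potency means the concentration at half of the fitted maximal effect; plate controls were basal doxycycline-induced cells for no effect and cells given 10 µM MG132 for full effect; MG132 reads +100%, hits lower the ratio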
#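 Cell line TMD8 (human ABC DLBCL), stably expressing tet-inducible CBG68-IkBa fusion and CBR; IMDM/0.5% FBS; cpd up to 46 uM; dox induction, 4 h, 37C/5% CO2; dual luminescence; green/red ratio; MG132 control.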
# Tb PFK inh: qHTS Assay to Find Inhibitors of T. brucei phosphofructokinase | ATP-dependent 6-phosphofructokinase (Trypanosoma brucei brucei), O15648 | T. brucei PFK, ADP-Glo luminescence | Potency, µM (titrated, usually from 57.5 µM), without a hit: at the highest dose activity, negative = inhibition, usual class: inhibitors | actives 0.17% (n = 330,000) | AID 485367, 2010;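 further: potency means the concentration at half of the fitted maximal effect; 0% = uninhibited 1x PFK enzyme wells and -100% = no-enzyme wells; nearly all actives have a fitted effect of over 60% in size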
#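 ADP-Glo luminescence quantified ADP after 45 min at room temperature, with 1.25 nM T. brucei PFK, 0.1 mM ATP and 0.5 mM fructose-6-phosphate in pH 8.0 TEA buffer. qHTS titrations up to 57 µM; curves classified by quality.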
# TCR activator: Activators of T cell receptors: qHTS campaign | primary human leukocytes, anti-CD3, IL-2 HTRF, 48 h | Potency, µM (top dose mostly 9.22 µM), for the others: at the highest dose activation of IL-2 secretion, actives largely listed as activators | 330,000 tested, under 10 active | AID 504894, 2011; further: % of control where 0% means no effect
#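 TCR engagement came from a-CD3 beads alone, with compounds added to primary human leukocytes for 48 hr. Secreted IL-2 bridged europium cryptate- and d2-labelled anti-IL-2 antibodies, giving FRET emission at 665nm after 320nm excitation.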
# uPA generation: qHTS for Inhibitors of Cell Surface uPA Generation; cell surface uPA generation assay, qHTS; Potency, µM (highest dose often 38.3 µM), for inactives: top-dose activity change, negative = inhibition, usual class: inhibitors; actives 0.31% (n = 330,000); active means well fitted inhibition curve with a large enough effect; inconclusive means small, poorly fitted or top-dose-only effect; inactive means no such curve, though single readings can be large or run the other way; tested in mouse RAW 264.7 cells; further: potency means the concentration at half of the fitted maximal effect; on the % scale 0 is the no-effect control and ±100 the full control effect; nearly all actives have a fitted effect of over 55% in size
# Mito fusion act: qHTS Assay for Small Molecule Inhibitors of Mitochondrial Division or Activators of Mitochondrial Fusion. S. cerevisiae fusion-defective mutant growth rescue, CellTiterGlo 48 h. Potency, µM (highest dose often 46.1 µM), inactives show at the top dose growth rescue (activation), hits mostly activators. actives 0.23% (n = 320,000);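 further: potency means the concentration at half of the fitted maximal effect; % of control where 0% means no effect; nearly all actives have a fitted effect of over 45% in size; temperature-sensitive fusion mutants such as fzo1-1 at 37 °C on non-fermentable ethanol glycerol medium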
#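 Growth-rescue viability read-out: after 48 h at the non-permissive 37C in glycerol/ethanol YPEG, yeast mitochondrial fusion mutants are measured by CellTiterGlo luminescence; compounds (23 nl pinned per well) restoring growth score as division inhibitors or fusion activators.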
# USP2a block: qHTS Assay for Inhibitors of Ubiquitin-specific Protease USP2a Using CHOP2 as the Reporter; Potency, µM (doses to about 38.3 µM), for the others: at the highest dose activity change, negative = inhibition, usual class: inhibitors; USP2 core, Ub-CHOP2 coupled fluorogenic reporter, 485/531; actives 0.01% (n = 330,000); AID 463254, 2010;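 further: potency means the concentration at half of the fitted maximal effect; plate controls were DMSO wells for no effect and full inhibition by NEM control for full effect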
#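 USP2 core (10nM final) preincubated 30min RT with compound in 20mM Tris-HCl pH 8.0, 2mM CaCl2, 2mM beta-mercaptoethanol, 0.05% CHAPS; 25nM Ub-CHOP2 plus 25nM reporter substrate added, fluorescence (Ex485/Em531) read after 60min.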
# B2AR arrestin: qHTS assay of beta-arrestin-biased ligands of beta2-adrenergic receptor; Beta-2 adrenergic receptor (Homo sapiens), P07550; beta-arrestin recruitment to beta2AR, cell-based reporter; Potency, µM (top dose mostly 46.1 µM), without a hit: at the highest dose activation, actives largely listed as activators; actives 0.02% (n = 330,000); AID 492947, 2010;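 further: potency means the concentration at half of the fitted maximal effect; 0% = DMSO controls and full agonism = EC100 isoproterenol or metaproterenol; nearly all actives have a fitted effect of over 65% in size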
# Target sequence (P07550 whole entry, looked up): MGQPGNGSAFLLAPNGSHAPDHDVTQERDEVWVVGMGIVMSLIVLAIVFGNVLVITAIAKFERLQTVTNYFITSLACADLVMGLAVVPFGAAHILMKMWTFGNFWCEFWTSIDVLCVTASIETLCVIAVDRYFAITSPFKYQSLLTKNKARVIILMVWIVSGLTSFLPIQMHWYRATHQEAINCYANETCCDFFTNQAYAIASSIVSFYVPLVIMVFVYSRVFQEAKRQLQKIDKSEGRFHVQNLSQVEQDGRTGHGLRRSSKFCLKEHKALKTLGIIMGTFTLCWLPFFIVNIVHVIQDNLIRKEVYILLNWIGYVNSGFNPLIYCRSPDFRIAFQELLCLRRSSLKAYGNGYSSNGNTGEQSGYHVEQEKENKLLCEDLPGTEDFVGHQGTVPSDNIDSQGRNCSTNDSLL
# Eya2 phos inh: qHTS Assay for Inhibitors of the Phosphatase Activity of Eya2. Potency, µM (highest dose often 76.9 µM), inactives show at the highest dose activity, negative = inhibition, most hits filed as inhibitors. recombinant Eya2, OMFP fluorescence dephosphorylation (OMFP is methylfluorescein phosphate). Protein phosphatase EYA2 (Homo sapiens), O00167. actives 0.006% (n = 330,000); further: potency means the concentration at half of the fitted maximal effect; on the % scale 0 is the no-effect control and ±100 the full control effect
#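 Eya2 protein (added as 0.2 uM solution) was preincubated with compound for 10 min at ambient temperature in 50 mM HEPES pH 7.5, 50 mM NaCl, 5 uM MgCl2, 0.05% BSA, 1 mM DTT. OMFP (added at 50 uM) then reacted 10 min; fluorescence read at 485/525 nm.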
# TSG101-PTAP inh: qHTS Assay for Iinhibitors of HIV-1 Budding by Blocking the Interaction of PTAP/TSG101; Potency, µM (titrated, usually from 115 µM), inactives show at the highest dose activity change, negative = inhibition, usual class: inhibitors; Fluorescence polarization, FITC-PTAP peptide / Tsg101 binding; 340,000 tested, under 10 active; Tumor susceptibility gene 101 protein (Homo sapiens), Q99816; active means well fitted inhibition curve with a large enough effect in the main read-out, with a control signal flat, not every such curve was filed as active; inconclusive means small, poorly fitted or top-dose-only effect, or effect the other way, or a change in a side signal; inactive means no such curve, though single readings can be large or run the other way; further: potency means the concentration at half of the fitted maximal effect; % of control where 0% means no effect
# Target sequence (Q99816 whole entry, looked up): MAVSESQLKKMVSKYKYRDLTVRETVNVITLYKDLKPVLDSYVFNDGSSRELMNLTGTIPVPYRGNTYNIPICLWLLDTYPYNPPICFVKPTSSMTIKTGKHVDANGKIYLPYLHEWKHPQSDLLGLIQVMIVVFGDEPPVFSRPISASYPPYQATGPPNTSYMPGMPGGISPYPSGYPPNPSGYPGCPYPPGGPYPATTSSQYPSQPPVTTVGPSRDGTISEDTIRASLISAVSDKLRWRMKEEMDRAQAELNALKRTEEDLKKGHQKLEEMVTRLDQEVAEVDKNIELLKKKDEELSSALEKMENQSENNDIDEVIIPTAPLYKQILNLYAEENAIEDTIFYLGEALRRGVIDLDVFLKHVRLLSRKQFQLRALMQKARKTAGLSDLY
#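 Fluorescence polarization binding of Tsg101 binding domain (10 uM final) to FITC-labeled PTAP peptide (50 nM final) in HEPES pH 7.5 buffer with NaCl, Tween 20, EDTA, TCEP. Compounds added before peptide; binding 20 min at RT.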
# TSHR antag: Antagonists of the Thyroid Stimulating Hormone Receptor: HTS campaign; activity change, negative = inhibition, % at 11.5 µM; actives 0.2% (n = 330,000); TSHR-expressing cells, TSH-stimulated cAMP HTRF, 2 h; hits give low values; Thyrotropin receptor (Homo sapiens), P16473;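 active means activity change below a set negative limit, meaning inhibition stronger than a set level, cut at about -70% in these data; inconclusive means activity change between two set negative limits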; further: on the % scale 0 is the no-effect control and ±100 the full control effect
#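 TSHR-expressing cells were treated with compounds, then stimulated with TSH at EC80 (4nM final) for 2 hours at 37 deg C. Cellular cAMP was measured by HTRF competition between lysate cAMP and cAMP-d2 for a cryptate-labelled anti-cAMP antibody.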
# ELG1 repair inh: qHTS screen for small molecules that inhibit ELG1-dependent DNA repair in human embryonic kidney (HEK293T) cells expressing luciferase-tagged ELG1. HEK293T ELG1-luciferase reporter, luminescence, 16 h; DNA damage induced by 5-fluorouridine. Potency, µM (highest dose often 46.1 µM), for inactives: top-dose activity change, negative = inhibition, hits mostly inhibitors. actives 2.3% (n = 330,000); further: potency means the concentration at half of the fitted maximal effect; on the % scale 0 is the no-effect control and ±100 the full control effect; nearly all actives have a fitted effect of over 55% in size
#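 5-Fluorouridine DNA damage + compound/DMSO, 2,000 cells/well, 16 h, 37 °C/5% CO2. ONE-Glo, 30 min RT, luminescence. Readout = decrease in reporter signal.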
# Active calls of the source: *; ? = inconclusive; . = not tested or not shown; [ ] = another dose, or the depositor's remark. Unless noted, the call rests on the fitted dose curve; in most records, active means well fitted curve in the direction sought with a large enough effect; inconclusive means small, poorly fitted or top-dose-only effect, or another doubt; inactive means no such curve, though single readings can be large; an effect the other way counts as inactive or inconclusive.
SMILES,Chronic BCR inh,Tb PFK inh,TCR activator,uPA generation,Mito fusion act,USP2a block,B2AR arrestin,Eya2 phos inh,TSG101-PTAP inh,TSHR antag,ELG1 repair inh
Oc1ccc2oc3c(c2c1/C=N/n1cnnc1)CCCC3,?,1%,7%,0%,7%,-2%,-0.8%,-5%,-2%,22,?
CCCCn1c(N)c(N(CC(C)C)C(=O)c2cc3c(s2)CCCCC3)c(=O)[nH]c1=O,?,-3%,0%,7%,-3%,0%,-0.2%,5%,-3%,-7,24%
O=C(NC1CC(=O)N(c2ccccc2)C1)N1CCN(C(=O)c2ccco2)CC1 (stereo unspecified),3%,-5%,1%,1%,-3%,0%,0.5%,-23%,-3%,9,-3%
CC1(C)CC(=O)C2=C(C1)N(c1cccc(O)c1)C1=C(C2)C(=O)CC(C)(C)C1,-8%,2%,-10%,3%,-1%,5%,-0.2%,-6%,-1%,-2,1%
CCOC(=O)c1c(NC(=O)Cn2c(=O)oc3ccccc32)oc(C)c1C(C)=O,-1%,-1%,2%[46.1 µM],-2%,-2%,-2%,0.3%,-2%,-2%,5,-5%
COc1ccc(CN(C)CC(=O)Nc2ccc(N3CCOCC3)cc2)cc1OC,-12%,-6%,7%[46.1 µM],-3%,-1%,4%,0.1%,6%,-9%,-8,10%
CCOc1ccc(NC(=S)N(CCc2c(C)[nH]c3ccccc23)Cc2cccnc2)cc1,?,0%,0%,4%,14%,1%,-1.2%,2%,-3%,15,?
COc1cc(CC(=O)N2CCC(n3nccc3NC(=O)C3CC3)CC2)cc(OC)c1OC,0%,-1%,-2%,20%,0%,1%,-0.6%,2%,.,15,-1%
COC(=O)[C@@H]1Cc2c([nH]c3ccccc23)C(C)(C)N1C(=O)CCl,?,0%,-5%,-14%,-9%,2%,0.1%,3%,-2%,8,?
CCn1c(=O)c(=O)[nH]c2cc(C(=O)NCC3CCCCC3)ccc21,-1%,0%,3%[46.1 µM],0%,-8%,1%,0.5%,6%,-5%,5,-3%
Cc1ccc(C2(C)NC(=O)N(CC(=O)N(c3ccccc3)C3CCS(=O)(=O)C3)C2=O)cc1 (stereo unspecified),1%,6%,0%,0%,.,2%,-0.4%,1%,-2%,-1,?
CC1(NC(=O)NCc2ccco2)CCS(=O)(=O)C1 (stereo unspecified),-1%,-1%,-11%[46.1 µM],18%,-4%,1%,0.1%,8%,-7%,8,-2%
CN(C)CCCNC(=O)C[C@H]1C[C@H](C(=O)N2CCCCC2)[C@@]2(CCc3ccccc3)c3[nH]c4ccc(Cl)cc4c3CCN2C1=O,?,-2%,0%[46.1 µM],9%,.,0%,4.3%,-5%,-5%,24,?
COc1ccc(C2=NC(C)(C)Cc3cc(OC)c(OC)cc32)cc1OC,?,-2%,6%,-14%,2%,0%,-0.1%,3%,-3%,-2,-4%
COc1ccc(CCNC2=NCC(C)S2)cc1 (stereo unspecified),4%,-9%,3%,3%,-13%,2%,-0.6%,2%,-1%,-10,-3%
CS(=O)(=O)c1cccc(NC(=O)C2CCCN2S(=O)(=O)c2ccc(F)cc2)c1 (stereo unspecified),-17%,2%,4%,1%,2%,-2%,-1.3%,8%,-1%,1,1%
Cc1ccc(Nc2n[nH]c(C)c2[N+](=O)[O-])cc1,4%,6%,6%[46.1 µM],3%,9%,0%,0.2%,-6%,-2%,16,?
Cn1c(=O)c(Nc2ccc(Cl)cc2)c2c3c(cccc31)C(=O)c1ccccc1-2,?,-1%,9%,2%,-9%,?,0.0%,20%,?,-22,?
CC(C)CNC(=O)CSc1ccc(S(=O)(=O)N2CCN(C)CC2)cn1,-1%,0%,-7%,1%,-3%,0%,0.2%,2%,-6%,2,19%
COc1ccc(CNn2c(-c3cccs3)nc3ccccc3c2=O)cc1OC,?,1%,2%,3%,-3%,-3%,-0.7%,-9%,1%,-18,8.2µM*
CCCNC(=O)CN1C(=O)NC(CCSC)C1=O (stereo unspecified),0%,-6%,1%,1%,0%,1%,0.0%,18%,-2%,-2,21%
CC12CC(c3ccccc3O1)N(C(=O)c1ccco1)C(=S)N2c1ccccc1 (stereo unspecified),?,-4%,.,-3%,5%,1%,0.9%,21%,-3%,3,-3%
COc1cc(C(=S)N2CCOCC2)cc(OC)c1OC(=O)c1cc([N+](=O)[O-])cc([N+](=O)[O-])c1,-12%,-7%,5%,-6%,0%,1%,-0.9%,-9%,-6%,-6,7%
Cc1ccc(C2(C(F)(F)F)NC(=O)N3C(=C2C#N)Nc2ccccc23)cc1 (stereo unspecified),?,1%,-2%,5%,1%,3%,-0.2%,1%,-3%,-10,-2%
O=C(/C=C/c1ccc([N+](=O)[O-])cc1)NCCSCc1ccco1,-6%,1%,-8%[46.1 µM],2%,9%,-1%,-1.0%,-4%,-4%,-6,-2%
# Other entries.
SMILES,Chronic BCR inh,Tb PFK inh,TCR activator,uPA generation,Mito fusion act,USP2a block,B2AR arrestin,Eya2 phos inh,TSG101-PTAP inh,TSHR antag,ELG1 repair inh
COc1ccc(CCNC(=O)CC(=O)N/N=C/c2ccc(Br)cc2)cc1OC,-2%,-1%,-8%,21%,1%,2%,-0.1%,5%,-9%,-6,-17%
Cc1ccc(C(=O)NCc2nc3ccccc3[nH]2)o1,0%,-2%,-29%,-3%,3%,3%,-0.3%,16%,-1%,-6,4%
O=C(Nc1n[nH]c(=S)s1)c1ccco1,0%,?,8%,2%,7%,2%,0.8%,1%,-1%,3,12%
COc1ccc(CCNCc2ccc(OCc3ccccc3)cc2)cc1,?,2%,2%,-2%,-37%[inhibitor],1%,-0.1%,-2%,-3%,-5,0%
CC1=CC(C)(C)Nc2ccc(OC(=O)CCN3C(=O)c4ccccc4C3=O)cc21,?,1%,2%[46.1 µM],-14%,16%,3%,-0.3%,-3%,0%,-8,5%
O=C(NC(=S)N1CCCC1)c1ccc(Cl)cc1,-2%,-1%,-2%,1%,1%,0%,0.1%,-12%,-2%,-1,24%
CC(C1CC2CCC1C2)N1CC(O)=C(c2nc3ccccc3[nH]2)C1=N (stereo unspecified),0%,1%,17%,2%,3%,1%,0.3%,24%,1%,-7,?
CCCCc1nc2cc(C(=O)N3CCC[C@H]3CO)ccc2o1,4%,-1%,3%,6%,-2%,1%,-0.7%,-6%,-4%,2,?
CCOc1ccc(NC(=O)c2sc(N3CCOCC3)nc2-c2ccccc2)cc1,-12%,9%,-1%[46.1 µM],-1%,4%,3%,0.2%,-1%,1%,6,?
CC(=O)Nc1cccc2c1C(=O)N(c1ccc(C)cc1)C2=O,4%,2%,1%[46.1 µM],2%,-3%,2%,0.2%,5%,-11%,-15,?
COc1ccc(C(=O)Nc2cccc(C(=O)NCc3ccccc3)c2)cc1,1%,5%,-2%,-20%,6%,4%,0.0%,2%,-2%,2,-10%
CNS(=O)(=O)c1ccc(C(=O)NCC(=O)NCC2COc3ccccc3O2)cc1 (stereo unspecified),-2%,-4%,.,16%,-7%,0%,0.5%,7%,-6%,-13,1%
O=C(NN1C(=O)c2ccccc2NC1c1ccc([N+](=O)[O-])o1)c1ccc([N+](=O)[O-])cc1 (stereo unspecified),-3%,-5%,-5%,-13%,-16%,-7%,13%,12%,0%,3,?
O=C(Nc1ccc(N2CCN(C(=O)c3ccccc3)CC2)cc1)c1cc([N+](=O)[O-])ccc1N1CCOCC1,1%,4%,-2%,1%,-2%,-1%,-1.0%,-22%,0%,1,-2%
